Screens (PubChem BioAssay)
CRFBP-R2 block – CRF-BP/CRF-R2 complex antagonism | HEK293 CRF-R2/CRF-BP, CRF-induced calcium fluorescence | inhibition, % at 11.8 µM | 0.59% of 350,000 active;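 active = inhibition of the ligand-induced calcium signal above about 50% at the single tested concentration, limit read from the data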
IDE inh – inhibits human insulin-degrading enzyme in HEK cells; P14735; FAbetaB cleavage, fluorescence polarization; inhibition, % at 5.59 µM; 0.41% of 320,000 active; AID 434962;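 active = percent inhibition above the average of all tested compounds plus 3 SD, set per screening campaign, cut at about 16% in these data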;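 note: IDE supplied by intact live HEK cells; FP after avidin binding of uncleaved biotin substrate so inhibition keeps polarization high; 0% = DMSO wells and 100% = 60 µM reference IDE inhibitor Ii1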
Target sequence (P14735 whole entry, looked up): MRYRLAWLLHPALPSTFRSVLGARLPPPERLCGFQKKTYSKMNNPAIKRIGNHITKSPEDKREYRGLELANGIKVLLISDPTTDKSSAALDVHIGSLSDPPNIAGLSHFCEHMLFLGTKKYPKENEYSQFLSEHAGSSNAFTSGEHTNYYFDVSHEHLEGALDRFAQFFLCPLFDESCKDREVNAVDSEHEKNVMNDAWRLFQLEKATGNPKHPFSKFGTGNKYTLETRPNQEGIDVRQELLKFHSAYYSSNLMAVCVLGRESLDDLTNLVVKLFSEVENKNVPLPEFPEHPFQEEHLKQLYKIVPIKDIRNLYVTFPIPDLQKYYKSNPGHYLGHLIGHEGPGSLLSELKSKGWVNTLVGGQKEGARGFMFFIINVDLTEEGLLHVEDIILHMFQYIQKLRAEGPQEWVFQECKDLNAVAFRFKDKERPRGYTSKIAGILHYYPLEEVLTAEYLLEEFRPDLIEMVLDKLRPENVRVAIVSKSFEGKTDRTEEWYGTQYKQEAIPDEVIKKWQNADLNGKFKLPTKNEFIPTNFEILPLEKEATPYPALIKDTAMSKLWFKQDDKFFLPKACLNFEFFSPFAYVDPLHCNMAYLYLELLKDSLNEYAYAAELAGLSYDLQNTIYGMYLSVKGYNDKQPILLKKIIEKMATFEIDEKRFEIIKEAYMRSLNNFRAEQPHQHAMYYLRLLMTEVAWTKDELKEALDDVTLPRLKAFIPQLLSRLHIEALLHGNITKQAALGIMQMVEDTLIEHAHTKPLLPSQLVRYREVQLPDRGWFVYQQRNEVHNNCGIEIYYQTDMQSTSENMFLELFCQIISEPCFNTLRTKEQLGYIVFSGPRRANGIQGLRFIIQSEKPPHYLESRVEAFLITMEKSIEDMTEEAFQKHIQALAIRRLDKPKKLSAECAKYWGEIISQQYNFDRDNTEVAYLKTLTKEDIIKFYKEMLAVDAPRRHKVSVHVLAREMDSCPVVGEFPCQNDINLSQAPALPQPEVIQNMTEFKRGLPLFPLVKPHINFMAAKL
CRFBP-R2 agonist – agonists of human CRF-binding protein/CRF-R2 receptor complex; HEK293 CRF-R2/CRF-BP, calcium dye fluorescence (FLIPR); percent of saturating CRF peptide response; activation, % at 13.2 µM; 0.46% of 350,000 active;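 active = activation of at least 50%, plus an integration ratio under a set limit after plate pattern correction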;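 note: plate controls were neutral control wells without compound for no effect and CRF at EC100 for full effect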
Active calls of the source: *; . = not tested or not shown. The list is partial. The share of hits here may be higher or lower than overall.

CRFBP-R2 block	IDE inh	CRFBP-R2 agonist	SMILES
-6	.	-0.2	COc1ccc(S(=O)(=O)N2CCN(C(=O)COc3ccc4c(C)cc(=O)oc4c3)CC2)cc1
-4	.	-1.0	O=[N+]([O-])c1ccc2c(c1)N([O-])C1(CCCCC1)[N+]2=O
-44	.	23	CCN(CC)c1ccc2nc3c4ccccc4c(=O)cc-3oc2c1
-58	.	-14	Cc1ccc(Nc2nc(-c3ccc(O)c(O)c3)cs2)nc1
-88	.	7.7	Oc1ccc(/C=N/Nc2ccc(C(F)(F)F)cn2)cc1O
-1	.	-0.1	COc1ccccc1NS(=O)(=O)c1cc(C(=O)NC2CCN(Cc3ccccc3)CC2)ccc1C
3	.	0.2	Cc1ccccc1N=Nc1c(C)[nH]n(-c2ccccc2)c1=O
-9	.	-2.8	CCOC(=O)C(NC(=O)CCC(=O)Nc1ccc(S(N)(=O)=O)cc1)C(O)c1ccccc1 (stereo unspecified)
2	.	-0.2	Cc1ccc(C(=O)NC(C#N)=C(Cl)Cl)cc1
-6	.	-0.2	CC(Sc1nnc(-c2ccccc2F)n1C)C(=O)Nc1ccc(N2CCOCC2)cc1 (stereo unspecified)
-2	-3	-0.5	CCN1C(=O)C2(C(C(=O)c3cc4ccccc4o3)=C(O)C(=O)N2CCCN(C)C)c2ccccc21 (stereo unspecified)
-21	-5	2.0	CCOC(=O)c1cc(-c2ccccc2)sc1NC(=O)c1ccc(OC)cc1
1	0	-0.1	C[C@@H]1C=CC(=O)O[C@@H]1c1ccc(Cl)cc1
-1	1	1.3	CN1CCN(C(=O)C23CC4CC(CC(C4)C2)C3)CC1
-34	3	9.1	CN1CCCC1CCNc1ccc2oc3ccccc3c(=O)c2c1 (stereo unspecified)
-1	0	-0.9	O=C(CN1CCC(Cc2ccccc2)CC1)Nc1ccc2c(c1)OCCO2
1	-6	-5.5	CC(=O)c1cccc(OCC(=O)N(C)CC(=O)Nc2ccc(F)cc2)c1
3	1	-0.9	CCOC(=O)c1ccc(NC(=O)c2c(NCc3ccccc3)[nH]c(=O)[nH]c2=O)cc1
-4	8	0.5	Clc1ccc(C2[C@H]3CN(Cc4cccnc4)[C@H](c4ccccc4)C34CC2(c2ccccc2)C4)cn1 (stereo partly specified)
5	3	-0.6	S=C(NCC1CCCO1)n1nnc2ccccc21 (stereo unspecified)
-1	-4	-2.3	COc1ccc(CCNC(=O)c2coc(=O)c(Br)c2)cc1
8	-3	-1.3	C[C@@H]1NC(=O)c2cc([N+](=O)[O-])cc(I)c2OCC[C@@H](C(=O)NC(CC(=O)O)C(N)=O)NC(=O)[C@H](CCC(=O)O)NC1=O (stereo partly specified)
25	-1	3.0	CC/C(=C/c1sc2ccc(C)cc2[n+]1CCCS(=O)(=O)[O-])SC
-6	2	-1.0	CCOC(=O)c1ccc(N2C(=O)CC(NC3CCN(C(=O)c4cccc(Cl)c4)CC3)C2=O)cc1 (stereo unspecified)
11	8	0.4	O=S(=O)(c1ccc(-c2ccon2)s1)N1CCN(c2ccncc2)CC1
22	-5	11	O=C(Nc1ccc(Cl)cc1)Nc1ccc(Cl)c(Cl)c1
-19	0	-0.7	CC(=O)c1c(C)[nH]c(C(=O)OCC(=O)Nc2sc3c(c2C#N)CCC(C)C3)c1C (stereo unspecified)
3	0	-0.1	Nc1nc(-c2ccc(-n3nncc3-c3ccco3)cc2)cs1
2	4	-2.1	N/C(Cc1cccc2ccccc12)=N\OC(=O)c1cccs1
-168	-5	16	CCc1ccc(-c2nn(-c3ccccc3)cc2CSC(=N)N)cc1
10	-2	-0.1	Cc1ccccc1-n1nc2c(c1NC(=O)c1cc3ccccc3oc1=O)CS(=O)(=O)C2
5	16	-0.3	CC1(C)CC(=O)C=C(Nc2ccc3c(c2)CCC3)C1
11	10	-0.3	CC(=O)C1=C(O)C(=O)N(CCCN2CCOCC2)C1c1ccccc1[N+](=O)[O-] (stereo unspecified)
-12	0	0.7	CC[C@]12CCCN3CCc4c(n(c5ccccc45)C(=O)C1)C32 (stereo partly specified)
-127	30*	109*	COc1ccc(C2CC(c3cccs3)=NN2c2ccc(C=O)cc2)cc1 (stereo unspecified)
15	5	1.8	CCCCN(C(=O)c1cc(=O)[nH]c2ccccc12)c1c(N)n(CCC)c(=O)[nH]c1=O
26	-3	-0.8	O=[N+]([O-])c1ccc(NCCc2ccccc2)c(Br)c1
-9	8	10	COc1cc2c3nnc(-c4ccccc4)c-3cn(Cc3ccccc3F)c2cc1OC
4	-2	2.9	Cn1c(=O)c2[nH]c(N/N=C(/C#N)C(N)=O)nc2n(C)c1=O
-7	-6	22	CCCCN(CC)S(=O)(=O)c1ccc(C(=O)Nc2nnc(-c3cccs3)o2)cc1

Five entries already listed, arranged by the value under CRFBP-R2 agonist, falling:
CRFBP-R2 block	IDE inh	CRFBP-R2 agonist	SMILES
-44	.	23	CCN(CC)c1ccc2nc3c4ccccc4c(=O)cc-3oc2c1
22	-5	11	O=C(Nc1ccc(Cl)cc1)Nc1ccc(Cl)c(Cl)c1
4	-2	2.9	Cn1c(=O)c2[nH]c(N/N=C(/C#N)C(N)=O)nc2n(C)c1=O
3	.	0.2	Cc1ccccc1N=Nc1c(C)[nH]n(-c2ccccc2)c1=O
-6	2	-1.0	CCOC(=O)c1ccc(N2C(=O)CC(NC3CCN(C(=O)c4cccc(Cl)c4)CC3)C2=O)cc1 (stereo unspecified)

The list goes on.
CRFBP-R2 block	IDE inh	CRFBP-R2 agonist	SMILES
12	6	-1.0	CCn1cc(C(=O)NCc2ccccc2OC)c(=O)c2ccc(C)nc21
-2	6	0.3	O=c1c2c(nc3n1CCS3)c1cc(F)ccc1n2Cc1cc(=O)n2cc(Cl)ccc2n1
-4	2	-1.1	O=C(c1cc(C(=O)N2CCOCC2)c2nc3ccccc3n2c1)c1ccccc1O
3	1	-3.6	CCOC(=O)C1C(=O)CC(C)(O)C(C(=O)OCC)C1c1ccc(Br)o1 (stereo unspecified)
-16	4	-1.0	N#Cc1cc([N+](=O)[O-])ccc1NC(=O)COC(=O)CC1CCCC1
-3	2	0.7	CCCCn1c(=O)[nH]c(=O)c2c1nc(-c1ccc(-c3ccc(F)cc3)o1)n2C
-19	1	-0.1	Cc1ccc(N2CCN(/N=C/C3=C(N4CCOCC4)C(=C\c4ccccc4)/CC3)CC2)cc1
-16	6	-0.8	CCN1CCCC1CN(Cc1cc2cc(C)cc(C)c2[nH]c1=O)C(=O)Nc1ccccc1OC (stereo unspecified)
-5	-2	2.7	O=C(CSC(=S)N1CCCC1)c1cc(Br)cc(Br)c1O
4	-9	0.3	Cc1c(Cl)cccc1NC(=S)N/N=C/c1ccccc1Cl
-7	3	0.6	NC(=O)CC1NC(=O)c2cc([N+](=O)[O-])cc(I)c2OCCC(C(N)=O)NC(=O)[C@@H]2CCCN2C1=O (stereo partly specified)
2	0	-2.2	C[C@H]1CC[C@H]2C(=O)N[C@H](Cc3ccccc3)C(=O)N2[C@@H]1c1ccccc1
29	5	-1.2	COc1cccc(NC(=O)CSc2nnc(-c3ccoc3C)n2-c2ccccc2)c1
-7	-3	1.9	CN1N=C2c3ccccc3CCC2C1c1ccc(C(F)(F)F)cc1 (stereo unspecified)
-4	2	5.8	CC(=O)O[C@H]1CC(C)(C)C(=C=C/C(C)=C/C=C/C(C)=C/C=C/C=C(C)/C=C/C=C(\C)C(=O)C[C@@]23O[C@]2(C)C[C@@H](O)CC3(C)C)[C@](C)(O)C1
-8	0	0.2	C[C@@]12C(=O)N(Cc3ccccc3)CC(=O)N1[C@H](/C=C/c1ccccc1)[C@@H]1C(=O)N(c3ccccc3)C(=O)[C@@H]12
6	0	0.0	N[C@H]1CONC1=O
-11	4	-1.1	Cc1ccc(NC(=O)c2cc3cc(OC(F)(F)F)ccc3[nH]2)cc1
32	1	-1.4	N/C(=N\OCc1ccc([N+](=O)[O-])cc1)c1ccccn1
-2	5	4.0	Cc1ccc(CCN2CC(C(=O)NCCN3CCOCC3)CC2=O)cc1 (stereo unspecified)
6	0	-1.4	CCc1nn2c(=O)cc(COc3ccc(/C=C4\C(=N)N5N=C(CC(C)C)SC5=NC4=O)cc3)nc2s1
14	1	-2.2	CCCCOC(=O)C(C)Nc1n[nH]c(=S)[nH]c1=O (stereo unspecified)
-5	-2	-0.1	Cc1[nH]nc(N=Cc2c(O)n(C)c(=O)n(C)c2=O)c1-c1ccccc1
-3	-1	-1.1	Cc1cccc(Cn2c(N3CCN(c4ccccc4)CC3)nc3c2c(=O)n(C)c(=O)n3C)c1
-30	0	2.5	COC(=O)C1C(=O)c2c([nH]c(C(=O)OCCOC(C)C)c2C)CC1C (stereo unspecified)
-11	7	-0.7	COc1cc(Br)c(CC(=O)O)cc1OC
-33	2	-2.2	CCCN(CCC)C(=O)c1cc([N+](=O)[O-])cc2c1-c1ccc([N+](=O)[O-])cc1C2=C(C#N)C#N
14	10	-1.2	COc1cc(/C=N/Nc2ccccc2)ccc1OC(=O)c1cccs1
-2	-6	-1.0	CCn1c(=O)c(-c2nc3ccccc3[nH]2)c(O)c2ccccc21
0	4	-2.6	Cc1noc(/C=C/N(C)C)c1S(=O)(=O)N(C)CC(=O)N1CCc2ccccc21
-7	-1	2.6	COc1cccc([C@@H]2Oc3ccc(Br)cc3C(=O)[C@H]2OC(=O)NC2CCCC2)c1
12	6	2.8	Cc1ccc(N2NC3(CCN(C(N)=O)CC3)NC2=O)cc1
5	0	0.7	COCCCN1C(=O)C(=O)/C(=C(/O)c2ccc(OC(C)C)cc2)C1c1ccc(O)c(OC)c1 (stereo unspecified)
-5	3	-1.1	CC(C)CN1CCC(=O)N([C@H](CO)c2ccccc2)CC1
-4	13	1.0	C#CCOCCOCCOCCNc1nc(N2CCN(C(=O)CCCCCCCCCCNC(=O)[C@H]([C@@H](C)CC)n3cc(CCCCN=C(N)N)nn3)CC2)nc(N2CCN(C(=O)CCCCCCCCCCNC(=O)[C@H](CO)n3cc(CCCSC)nn3)CC2)n1
-8	0	-2.4	O=C(COC(=O)c1ccc(O)cc1)Nc1ccc(Cl)cc1
3	5	-1.5	CCOC(=O)C1=C(C)N(CCCC(=O)NCc2ccc3c(c2)OCO3)C(=O)NC1c1ccc(Br)cc1 (stereo unspecified)
1	-2	0.8	CC1=C(C(=O)OCc2ccccc2)C(c2ccc(Cl)cc2)NC(=O)N1CCCC(=O)O (stereo unspecified)
21	3	-0.2	Cc1ccc(CNC(=O)C2c3ccccc3C(=O)N(C)C2c2c[nH]c3ccccc23)o1 (stereo unspecified)
-17	2	0.4	COc1ccc2nc(Sc3c([N+](=O)[O-])nc(C)n3Cc3ccccc3)[nH]c2c1

An excerpt from above, reduced to CRFBP-R2 block and CRFBP-R2 agonist.
Compound,CRFBP-R2 block,CRFBP-R2 agonist
Cc1ccc(N2NC3(CCN(C(N)=O)CC3)NC2=O)cc1,12,2.8
COCCCN1C(=O)C(=O)/C(=C(/O)c2ccc(OC(C)C)cc2)C1c1ccc(O)c(OC)c1 (stereo unspecified),5,0.7

Carrying on.
CRFBP-R2 block	IDE inh	CRFBP-R2 agonist	SMILES
-30	2	6.1	O=C(O)CSc1nnc(COc2cccc3cccnc23)n1-c1cccc(C(F)(F)F)c1
11	-3	-1.6	C[C@@H]1NC(=O)c2cc([N+](=O)[O-])cc(I)c2OCC[C@@H](C(=O)NC(CC(=O)O)C(N)=O)NC(=O)[C@H](CC(N)=O)NC1=O (stereo partly specified)
-15	5	0.0	Cc1ccccc1C([O-])=Nc1ccc[n+](-c2nc3ccccc3nc2NS(=O)(=O)c2ccccc2)c1
-17	4	4.8	CC1Oc2cc3oc4c(O)c5c(cc4c(=O)c3c(O)c2C1(C)C)C=CC(C)(C)O5 (stereo unspecified)
18	0	-1.3	Cc1cc(C)n(-c2nc(NCC3CCCO3)c3c4c(sc3n2)COC(C)(C)C4)n1 (stereo unspecified)
2	-5	0.7	O=C(Cc1cccs1)Nc1ccc(-c2nnn(CC(=O)N3CCOCC3)n2)cc1
-17	-3	-0.5	CC1=C(C(=O)Nc2ccccc2)C(c2ccc(C)o2)N2C(=O)CSC2=N1 (stereo unspecified)
2	3	-2.0	C[C@@H]1NC(=O)[C@H](CC(N)=O)NC(=O)c2cc([N+](=O)[O-])cc(I)c2OCC[C@@H](C(=O)NC(CC(=O)O)C(N)=O)NC1=O (stereo partly specified)
-2	-1	0.3	CCOC(=O)C1=C(c2ccc(OC)cc2)C(=O)c2ccccc2C1=O
2	0	-2.3	COc1ccc(C(=O)Oc2c(CN3CCOCC3)cc(Cl)c3cccnc23)cc1OC
0	3	2.0	COc1cc(-c2c(-c3cc(OC)c(OC)c(OC)c3)noc2C)ccc1F
-5	-4	1.1	O=C(C1=C[C@H](c2ccc(Br)cc2)C[C@H](OCCCCO)O1)N1CCOCC1
-10	2	-0.9	O=C1N[C@@H](Cc2ccccc2)C(=O)N2[C@@H]1C[C@]1(Br)c3ccccc3N(S(=O)(=O)c3ccccc3)[C@H]21
-10	0	-1.1	Cc1cc(C)nc(-n2nc(C)cc2NC(=O)c2cccc(S(=O)(=O)N(C)C)c2)n1
-32	1	-1.3	Cc1[nH]c2ccccc2c1C(=O)CN1CC(C)OC(C)C1 (stereo unspecified)

Among those listed so far, five contain two or more sulfur atoms.
CRFBP-R2 block	IDE inh	CRFBP-R2 agonist	SMILES
25	-1	3.0	CC/C(=C/c1sc2ccc(C)cc2[n+]1CCCS(=O)(=O)[O-])SC
11	8	0.4	O=S(=O)(c1ccc(-c2ccon2)s1)N1CCN(c2ccncc2)CC1
-7	-6	22	CCCCN(CC)S(=O)(=O)c1ccc(C(=O)Nc2nnc(-c3cccs3)o2)cc1
-5	-2	2.7	O=C(CSC(=S)N1CCCC1)c1cc(Br)cc(Br)c1O
6	0	-1.4	CCc1nn2c(=O)cc(COc3ccc(/C=C4\C(=N)N5N=C(CC(C)C)SC5=NC4=O)cc3)nc2s1
